# Screening results deposited in PubChem BioAssay by National Center for Advancing Translational Sciences (NCATS).
# Apoferritin bind: candidate novel general anesthetic via apoferritin binding. P02791. apoferritin/1-aminoanthracene competitive binding, fluorescence. Potency, µM (top dose mostly 77.5 µM), inactives show at the top dose activity change, negative = displacement, usual class: inhibitors. 350,000 compounds, 0.074% hits. AID 485281; also: potency is read from the fitted curve at half-maximal effect; % is scaled to controls: 0 for no effect and ±100 for the full control effect; nearly all actives have a fitted effect of over 20% in size
#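 Read-out: endpoint 1-AMA fluorescence, excitation 380 nm and emission 535 nm, after compounds sit 10 min at room temperature with 10 uM horse-spleen apoferritin in 50% saturated 1-AMA/PBS. Values come from four-parameter Hill fits.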
# Pol beta inh: inhibitors of human DNA polymerase beta. 340,000 compounds, 1.3% hits. P06746. Pol beta primer extension/strand displacement, fluorescence kinetic. Potency, µM (titrated, usually from 114 µM), for the others: top-dose activity change, negative = inhibition, usual class: inhibitors; also: potency is read from the fitted curve at half-maximal effect; % is scaled to controls: 0 for no effect and ±100 for the full control effect
#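 Values derive from four-parameter Hill fits of normalized kinetic data: reads at 0 and 10 min following addition of 50 nM substrate to 10 nM Pol beta preincubated 15 min with compound.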
# PGK inhibitor: T. brucei PGK inhibition | 380,000 compounds, 0.043% hits | Potency, µM (highest dose often 57.5 µM), for the others: top-dose activity change, negative = inhibition, most hits filed as inhibitors | PGK/GAPDH coupled, Kinase-Glo luminescence, 60 min; also: potency is read from the fitted curve at half-maximal effect; % is scaled to controls: 0 for no effect and ±100 for the full control effect; nearly all actives have a fitted effect of over 60% in size
#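 Recombinant glycosomal PGK reaction used 1,3-bisphosphoglycerate generated in-well by GAPDH (100nM final) in 100mM TEA pH 7.6, 5mM MgCl2, 0.01% Tween-20. After 60 minutes at room temperature, ATP was read by Kinase-Glo Plus luminescence end-point.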
# POLI inh: inhibitors of human DNA polymerase iota. Pol iota fluorescent replication assay, 10 min. 390,000 compounds, 1% hits. Q9UNA4. AID 588590. Potency, µM (top dose mostly 115 µM), inactives show at the highest dose activity, negative = inhibition, usual class: inhibitors; also: potency is read from the fitted curve at half-maximal effect
#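 Pol iota at 10 nM preincubated 15 min with compounds at room temperature; reaction started with fluorescent substrate, 50 nM final. Fluorescence read kinetically at 0 and 10 min; buffer-only wells as negative control.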
# POLH inh: DNA polymerase eta (human) inhibition; Q9Y253; recombinant Pol eta, fluorescent DNA replication assay; Potency, µM (doses to about 114 µM), for inactives: at the top dose activity change, negative = inhibition, most hits filed as inhibitors; 390,000 compounds, 1.2% hits; AID 588591; also: potency is read from the fitted curve at half-maximal effect; % is scaled to controls: 0 for no effect and ±100 for the full control effect
# Target sequence (Q9Y253 whole entry, looked up): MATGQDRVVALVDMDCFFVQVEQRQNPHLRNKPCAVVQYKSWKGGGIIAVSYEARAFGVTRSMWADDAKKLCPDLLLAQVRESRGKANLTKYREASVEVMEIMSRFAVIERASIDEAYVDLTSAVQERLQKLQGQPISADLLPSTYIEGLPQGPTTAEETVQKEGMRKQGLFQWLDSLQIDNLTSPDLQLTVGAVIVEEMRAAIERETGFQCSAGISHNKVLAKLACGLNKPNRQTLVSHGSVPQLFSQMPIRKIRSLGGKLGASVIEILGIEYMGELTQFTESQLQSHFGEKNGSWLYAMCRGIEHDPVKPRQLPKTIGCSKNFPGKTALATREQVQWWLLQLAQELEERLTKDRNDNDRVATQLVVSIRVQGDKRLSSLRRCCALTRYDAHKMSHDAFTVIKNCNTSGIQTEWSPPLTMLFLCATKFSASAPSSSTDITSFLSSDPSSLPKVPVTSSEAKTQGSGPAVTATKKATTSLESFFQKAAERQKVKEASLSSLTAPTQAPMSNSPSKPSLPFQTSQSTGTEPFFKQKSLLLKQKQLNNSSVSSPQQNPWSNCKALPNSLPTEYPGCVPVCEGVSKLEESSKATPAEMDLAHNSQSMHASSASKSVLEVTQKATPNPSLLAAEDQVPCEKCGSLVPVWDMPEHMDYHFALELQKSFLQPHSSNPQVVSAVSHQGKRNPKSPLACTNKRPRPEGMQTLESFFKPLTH
#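 Pol eta (10 nM) was preincubated with compounds for 15 min at room temperature, after which fluorescent replication substrate (50 nM final) was added to start the reaction. Fluorescence was read kinetically at 0 and 10 min.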
# BLM helicase inh: blocks DNA unwinding by human BLM helicase; P54132; recombinant BLM DNA unwinding, fluorescence dequenching; Potency, µM (top dose mostly 56.1 µM), for the others: at the highest dose activity change, negative = inhibition, most hits filed as inhibitors; 350,000 compounds, 0.2% hits; AID 2528;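 also: potency is read from the fitted curve at half-maximal effect; plate controls were vehicle for no effect and no enzyme for full effect; nearly all actives have a fitted effect of over 35% in size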
# RXFP1 antagonist: blocks the human relaxin receptor RXFP1; Q9HBX9; HEK293-RXFP1, relaxin-stimulated cAMP HTRF, 30 min; hits give low values; activity change, negative = inhibition, % at 57.5 µM; 350,000 compounds, 0.59% hits; AID 1259400;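 active = activity change of -60% or lower, but not beyond a set lower limit; inconclusive = change between -60% and -40%, or beyond the set limit; inactive = change above -40%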; also: % is scaled to controls: 0 for no effect and ±100 for the full control effect
# Pol kappa inh: DNA polymerase kappa (human) inhibition. Q9UBT6. purified Pol kappa, fluorescent DNA synthesis assay, 10 min. Potency, µM (top dose mostly 107 µM), for the others: top-dose activity, negative = inhibition, hits mostly inhibitors. 400,000 compounds, 0.53% hits; also: potency is read from the fitted curve at half-maximal effect; % is scaled to controls: 0 for no effect and ±100 for the full control effect
#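 Fluorescent qHTS in 1536-well format: enzyme (10 nM) and compound sat 15 min at room temperature before 50 nM substrate (final) was added. Signal taken at 0 and 10 min; no-enzyme buffer wells were negative controls.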
# APEX1 inh: blocks human APE1 abasic DNA cleavage | P27695 | recombinant APE1, TAMRA/BHQ-2 abasic DNA cleavage fluorescence | Potency, µM (series often up to 65.8 µM), for inactives: top-dose activity change, negative = inhibition, hits mostly inhibitors | 350,000 compounds, 0.35% hits | AID 2517;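 also: potency is read from the fitted curve at half-maximal effect; plate controls were vehicle for no effect and reference inhibitor for full effect; nearly all actives have a fitted effect of over 55% in size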
# Target sequence (P27695 whole entry, looked up): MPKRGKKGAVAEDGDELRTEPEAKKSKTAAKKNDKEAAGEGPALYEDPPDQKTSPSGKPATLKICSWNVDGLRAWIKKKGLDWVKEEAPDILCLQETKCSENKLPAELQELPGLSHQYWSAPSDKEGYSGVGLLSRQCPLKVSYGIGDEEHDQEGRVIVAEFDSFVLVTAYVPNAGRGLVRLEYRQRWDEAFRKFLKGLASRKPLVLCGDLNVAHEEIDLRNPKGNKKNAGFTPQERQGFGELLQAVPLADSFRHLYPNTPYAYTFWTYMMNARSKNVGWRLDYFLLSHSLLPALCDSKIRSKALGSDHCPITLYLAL
#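 Activity was derived from the fluorescence gain between first and third kinetic reads (60 s intervals, ex 525/em 598 nm) after 50 nM THF-abasic TAMRA/BHQ-2 duplex was added to 0.75 nM APE1 preincubated 15 min with compound.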
# An asterisk follows results filed as active; i = inactive; ? = inconclusive; . = not tested or not shown; & = joins results of further samples; [ ] = another dose, or the depositor's remark. Unless noted, calls follow the shape of the dose curve; as a rule, active = well fitted curve in the direction sought with a large enough effect; inconclusive = small, poorly fitted or top-dose-only effect, or another doubt; inactive = no such curve, though single readings can be large; an effect the other way counts as inactive or inconclusive. The list is partial; count on the stated rates, not on these rows.
mol	Apoferritin bind	Pol beta inh	PGK inhibitor	POLI inh	POLH inh	BLM helicase inh	RXFP1 antagonist	Pol kappa inh	APEX1 inh
O=C1NC(=O)N(Cc2ccco2)C(=O)/C1=C\c1cccn1CCOc1ccccc1	-12%	9%	-8%	22µM*	79µM*	-22%	3	?	?
c1ccc(N2CCN(c3ncnc4c3nc3n4CCCC3)CC2)cc1	1%	-1%	8%	?	-5%	-1%	5	0%	.
CC(=O)N1Cc2cnnn2-c2ccccc2C1(C#N)Cc1ccccc1 (centres undefined)	.	.	-3%	11%	-4%	.	.	7%	.
O=[N+]([O-])[N-][n+]1cnn(Cc2ccc(Cl)cc2)c1	-7%	34%	0%	-10%	0%	-2%	.	-13%	4%
Cn1c(=O)cc(OCC(=O)N2CCN(Cc3ccc4c(c3)OCO4)CC2)c2ccccc21	-13%	5%	-7%	17%	-14%	1%	-4	1%	-5%
C(#CCN1CCOCC1)COC/C=C/c1ccccc1	-9%	-7%	2%	9%	-17%	2%	.	-15%	22%
CO[C@@H](C)[C@](O)(C(=O)OCC1=CCN2CC[C@@H](O)[C@H]12)C(C)C	-4%[29.3 µM]	.	.	.	.	2%[21.4 µM]	.	-2%[12 µM]	-1%[21 µM]
CC1(C)CC(n2[nH]c(=O)c3c2NC(=O)CSC3c2ccc(F)cc2)CCO1 (centres undefined)	-9%	12%	-6%	15%	-13%	-1%	5	-5%	2%
O=C(O)CCC(=O)NNC(=O)COc1ccc2ccccc2c1Br	-7%	52%	4%	18%	6%	4%	7	-9%	15%
COc1cc(CN2CCCC(C(=O)c3sccc3C)C2)cc(OC)c1O (centres undefined)	-20%	-1%	-1%	15%	-6%	-1%	-2	-23%	-1%
CCOP(=O)(OCC)C(NC(C)=O)C(Cl)(Cl)Cl (centres undefined)	-12%	34%	-6%	2%	10%	-4%	11	-9%	11%
CC(=O)OC1CC(OC2C(O)CC(OC3C(O)CC(OC4CCC5(C)C(CCC6C5CCC5(C)C(C7=CC(=O)OC7)C(O)CC65O)C4)OC3C)OC2C)OC(C)C1OC1OC(CO)C(O)C(O)C1O (centres undefined)	.	.	i	6%	-15%	.	-19	-3%	.
Cc1c2cnn(CC(=O)N3CCC4(CC3)OCCO4)c(=O)c2c(C)n1Cc1ccccc1F	7%	-27%	-1%	1%	-1%	1%	-6	-10%	-6%
CC(=O)OC(C)(C)/C=C/C(=O)C(C)(O)C1C(O)CC2(C)C3CC=C4C(CC(O)C(=O)C4(C)C)C3(C)C(=O)CC12C (centres undefined)	.	.	1%	8%	-14%	.	-5	-5%	.
O=C(CCn1c(=O)oc2ccccc21)N1CCN(C(c2ccccc2)c2ccccc2)CC1	7%	38%	-2%	12%	-25%	-14%	-22	-15%	?

# Reformatted: entries from further up
# Sequence of screens: Apoferritin bind, Pol beta inh, PGK inhibitor, POLI inh, POLH inh, BLM helicase inh, RXFP1 antagonist, Pol kappa inh, APEX1 inh
O=C1NC(=O)N(Cc2ccco2)C(=O)/C1=C\c1cccn1CCOc1ccccc1
→ -12%, 9%, -8%, 22µM*, 79µM*, -22%, 3, ?, ?
c1ccc(N2CCN(c3ncnc4c3nc3n4CCCC3)CC2)cc1
→ 1%, -1%, 8%, ?, -5%, -1%, 5, 0%, .
CC(=O)N1Cc2cnnn2-c2ccccc2C1(C#N)Cc1ccccc1 (centres undefined)
→ ., ., -3%, 11%, -4%, ., ., 7%, .
O=[N+]([O-])[N-][n+]1cnn(Cc2ccc(Cl)cc2)c1
→ -7%, 34%, 0%, -10%, 0%, -2%, ., -13%, 4%
Cn1c(=O)cc(OCC(=O)N2CCN(Cc3ccc4c(c3)OCO4)CC2)c2ccccc21
→ -13%, 5%, -7%, 17%, -14%, 1%, -4, 1%, -5%
C(#CCN1CCOCC1)COC/C=C/c1ccccc1
→ -9%, -7%, 2%, 9%, -17%, 2%, ., -15%, 22%
CO[C@@H](C)[C@](O)(C(=O)OCC1=CCN2CC[C@@H](O)[C@H]12)C(C)C
→ -4%[29.3 µM], ., ., ., ., 2%[21.4 µM], ., -2%[12 µM], -1%[21 µM]
CC1(C)CC(n2[nH]c(=O)c3c2NC(=O)CSC3c2ccc(F)cc2)CCO1 (centres undefined)
→ -9%, 12%, -6%, 15%, -13%, -1%, 5, -5%, 2%
O=C(O)CCC(=O)NNC(=O)COc1ccc2ccccc2c1Br
→ -7%, 52%, 4%, 18%, 6%, 4%, 7, -9%, 15%
COc1cc(CN2CCCC(C(=O)c3sccc3C)C2)cc(OC)c1O (centres undefined)
→ -20%, -1%, -1%, 15%, -6%, -1%, -2, -23%, -1%

# The list goes on:
mol	Apoferritin bind	Pol beta inh	PGK inhibitor	POLI inh	POLH inh	BLM helicase inh	RXFP1 antagonist	Pol kappa inh	APEX1 inh
CCc1nc2ccccc2c(=O)n1-c1ccccc1[N+](=O)[O-]	-9%	17%	-1%	5%	-7%	-13%	-1	-9%	5%
CCC12CN3CCN(CC(C3)/C1=N/NC(=O)c1ccncc1)C2	-4%	-23%	-2%	30%	-13%	0%	?	1%	1%
CN1C(=O)N(C)C(=O)C2(Cc3ccccc3N3CCOCC32)C1=O (centres undefined)	0%	-1%	-4%	11%	-12%	-1%	5	-7%	-3%
C[N+]1(C)C2CC[C@H]1CC(OC(=O)C(CO)c1ccccc1)C2 (some centres undefined)	.	.	i	17%	-9%	.	.	6%	6%
O=C1c2cccc3cccc(c23)C(=O)N1/N=C/c1c(O)n(-c2ccccc2)c(=O)[nH]c1=O	-17%	-1%	i	45%[activator]	-5%	-9%	6	-12%	-12%
Cn1c(C(=O)NCCOc2ccccc2Cl)cc(=O)n(C)c1=O	-5%	-17%	i	68%[activator]	-20%	0%	-23	7%	-4%
O=c1[nH]c(=O)n(C2CCCCC2)c(O)c1/C=N/N1CCCCC1c1cccnc1 (centres undefined)	-1%	-15%	11%	18%	?	-1%	3	-1%	1%
C[C@]12CCC(=O)C=C1CC[C@@H]1C2CC[C@]2(C)C(=O)CCC12 (some centres undefined)	-2%	11%	i	-3%	-5%	-5%	5	2%	8%
NN=C(N)N	-2%	6%&13%[57.1 µM]	-4%	-6%	2%	-10%&-1%	15	0%[60.1 µM]	6%&-1%&1%&4%&-9%
Cn1c(=O)oc2cc(S(=O)(=O)N3CCC(C(=O)Nc4ccc(OC(F)(F)F)cc4)CC3)ccc21	-9%	2%	-2%	49%[activator]	-12%	1%	14	10%	?
CCOC(=O)C(O)(c1ccc(NC(=O)c2ccc(Cl)c(Cl)c2)cc1)C(F)(F)F (centres undefined)	?	-15%	1%	16%	-25%	-15%	-24	-4%	?
COC(=O)Nc1ccc(Cl)c(Cl)c1	?	.	.	.	.	-5%	.	14%[60.1 µM]	-6%
CCOC(=O)C1(CCc2ccccc2)CCN(CC(O)CO)CC1 (centres undefined)	-7%	0%	i	31%[activator]	-14%	-2%	3	6%	49%
CC(O)C1C=CC=CC(=O)OC2CC3OC4C5OC5(C)C(O)CC4(COC(=O)C(O)C(C)CCO1)C2(C)C31CO1 (centres undefined)	.	.	-8%	14%	-5%	.	-3	-6%	.
c1cncc(C2Nc3cccc4cccc(c34)N2)c1	-3%&-5%	1%&2%	-2%	34%[activator]	-12%	-2%&-6%	-8	0%	25%&-4%
CCNc1nc(Cl)nc(NCC)n1	5%	.	.	.	.	8%	7	-7%[60.1 µM]	-1%
CCOc1ccc(NC(=O)c2c(O)[nH]c(=O)[nH]c2=O)cc1	.	.	0%	19%	-14%	.	.	6%	.
O=C(c1cc(-c2ccccc2)nc2ccccc12)N1CCC2(CC1)OCCO2	-10%	16%	i	23%	2%	-3%	-2	-3%	-2%
CN1C(CC(=O)c2ccccc2)CCCC1CC(O)c1ccccc1 (centres undefined)	10%&-8%	-2%	-3%	26%&-9%	-22%	-7%&3%	.	-18%[60.1 µM]	4%&3%
CCOP(=O)(CN(CC)CCNP(=O)(OCC)OCC)OCC	-6%	20%	-3%	-18%	-3%	-1%	-9	-25%	-5%
NC(=O)c1cc(N2CC2)c([N+](=O)[O-])cc1[N+](=O)[O-]	.	13%[57.1 µM]	-2%	2%[58.9 µM]	-2%[57.1 µM]	.	.	-11%[60.1 µM]	0%
CN(Cc1ccccc1)C(=O)Cn1c(=O)oc2cc(S(=O)(=O)NCc3ccccc3)ccc21	-9%	?	-7%	-9%	-14%	1%	.	17%	0%
O=P(Oc1ccccc1)(Oc1ccccc1)C(O)c1ccc(Cl)cc1 (centres undefined)	.	.	-8%	-11%	-10%	.	.	5%	15%
CCCCOC(=O)COc1cc(C)cc2oc(=O)c3c(c12)CCC3	-10%	17%	3%	9%	0%	-3%	-11	7%	-1%
Cc1ccc(OCC(=O)Nc2ccc(Cl)cc2C(=O)c2ccccc2)cc1C	-3%	1%	-1%	25%	-28%	0%	-11	1%	.
O=C(O)C1C2CCC(O2)C1C(=O)NC1CCCCC1 (centres undefined)	-6%	-1%	4%	7%	-22%	-1%	-3	-9%	-4%
COc1ccc(CN2CCCC(C(=O)c3ccc(Cl)cc3)C2)c(OC)c1 (centres undefined)	-15%	18%	-6%	90%[activator]	-24%	2%	?	-9%	15%
Cc1ccc(C(=O)N2CC2C)cc1 (centres undefined)	.	.	-5%	64%[activator]	2%	.	2	-11%	.
O=c1c2ccccc2nc(N2CCCC2)n1-c1ccccc1	6%	0%	-6%	-10%	-4%	-3%	.	-10%	3%
O=c1c2ccccc2nc(-c2ccoc2)n1-c1ccccc1	-13%	2%	-1%	25%	-6%	2%	0	-1%	16%
